Source: PubChem BioAssay
zfTRPN1 agonist: activates the zebrafish TRPN1 channel; HEK293 zebrafish TRPN1-YFP, Fluo-8 calcium fluorescence; 100% = response to 87 µM carbachol; activation, % at 3 µM; hit rate 0.18% among 220,000; AID 1424;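 active = activation above its plate's cutoff, the mean activation of test wells on that plate plus 3 SD, cut at about 19% in these data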;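 also: 0% = DMSO alone and 100% = 87 µM carbachol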
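Assay system: Zebrafish TRPN1-YFP in HEK293 cells | Incubation: Dye loading 1 h at 37 °C, then 30 min room temperature | Measured by: Kinetic Fluo-8 fluorescence, ex 470-495, em 515-575 nm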
EP2 modulator: modulates human prostaglandin E2 receptor EP2 signaling | EP2-expressing cells, cAMP HTRF FRET, PGE2 co-stimulation | induction, % at 25 µM | hit rate 0.83% among 260,000;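 active = compounds whose cAMP rise, as percent of the full-agonist control response, exceeds 60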;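 also: rat C6 glioma line stably carrying human EP2 under a CMV promoter; the protocol text gives 20 µM as final concentration; 100% = response of wells given 1 µM PGE2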
Target sequence (P43116 whole entry, looked up): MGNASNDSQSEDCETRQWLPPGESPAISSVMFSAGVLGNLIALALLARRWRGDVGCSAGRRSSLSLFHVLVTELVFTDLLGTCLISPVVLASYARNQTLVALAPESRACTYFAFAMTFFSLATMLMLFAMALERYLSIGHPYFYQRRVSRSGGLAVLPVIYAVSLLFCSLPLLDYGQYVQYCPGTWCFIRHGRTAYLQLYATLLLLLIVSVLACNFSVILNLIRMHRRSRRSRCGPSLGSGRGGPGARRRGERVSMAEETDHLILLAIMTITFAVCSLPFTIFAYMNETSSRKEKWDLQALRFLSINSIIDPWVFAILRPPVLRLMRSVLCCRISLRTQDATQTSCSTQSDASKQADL
TRPML3 ag: human mucolipin-3 channel agonism; Q8TDD5; HEK293 TRPML3-YFP, Fluo-8 calcium fluorescence; 100% = the carbachol control signal; activation, % at 3 µM; hit rate 0.29% among 220,000;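 active = activation above its plate's cutoff, the mean activation of the plate's test wells plus 3 SD, cut at about 12% in these data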;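 also: 0% = DMSO only wells and 100% = carbachol wells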
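Material: TRPML3-YFP stable HEK293 cells | Dosing: One concentration, 3 µM nominal, 0.3% DMSO | Timing: 125 s total fluorescence read per well | Technique: Fluo-8 calcium dye fluorescence, ex 470-495, em 515-575 nm | Measure: Percent activation from peak-to-basal fluorescence ratio, scaled between DMSO and carbachol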
CHOP inhibitor: blocks CHOP induction under ER stress; CHO-K1 CHOP-promoter luciferase, tunicamycin-induced, 15-18 h; inhibition, % at 10 µM; hit rate 3.8% among 220,000;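 active = compounds that reduced the stress-induced luciferase reporter signal by more than about 70% of percent inhibition, limit read from the data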;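 also: 0% = tunicamycin plus vehicle and 100% = wells without tunicamycin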
NPY-Y1 PAM-ag: potentiates or activates human NPY-Y1 receptor. hit rate 0.37% among 220,000. activation, % at 3.6 µM. AID 1304. NPY-Y1 expressing cells, potentiator/agonist activation; in the data active = activation above about 33%, passing the limit was not always enough;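 also: cells stimulated with NPY at EC10 then isoproterenol at EC100; 0% = low agonist plus stimulus and 100% = saturating agonist plus stimulus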
NPY2 pot ag: potentiates or activates human NPY-Y2 receptor; P49146; cells expressing NPY-Y2, potentiator/agonist read-out; activation, % at 3.6 µM; hit rate 0.45% among 220,000; AID 1359; in the data active = activation above about 27%;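 also: cells stimulated with NPY near EC25 plus isoproterenol at EC100; 0% = vehicle plus submaximal agonist and 100% = vehicle plus saturating agonist; some results beyond the cut were filed as inactive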
Target sequence (P49146 whole entry, looked up): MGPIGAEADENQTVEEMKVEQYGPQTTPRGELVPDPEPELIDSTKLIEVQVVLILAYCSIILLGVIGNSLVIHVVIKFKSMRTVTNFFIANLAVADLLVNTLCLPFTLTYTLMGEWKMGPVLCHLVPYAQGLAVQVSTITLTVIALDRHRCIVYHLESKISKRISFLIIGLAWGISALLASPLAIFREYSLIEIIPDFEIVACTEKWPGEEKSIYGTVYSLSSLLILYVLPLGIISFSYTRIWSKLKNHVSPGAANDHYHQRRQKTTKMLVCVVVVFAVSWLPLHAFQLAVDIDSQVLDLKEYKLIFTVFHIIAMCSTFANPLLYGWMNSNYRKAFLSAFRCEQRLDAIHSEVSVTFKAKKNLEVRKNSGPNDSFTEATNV
S1P4 agonist: human S1P4 receptor agonism; hit rate 0.35% among 220,000; S1P4-expressing cell line, agonist reporter assay; AID 1509; O95977; activation, % at 4.98 µM; in the data active = activation above about 11%;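 also: 0% = DMSO vehicle and 100% = reference agonist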
NPY-Y1 antag: blocks the human neuropeptide Y Y1 receptor. P25929. HEK293-CNG Y1 cells, membrane potential fluorescence; NPY at EC95, then isoproterenol. inhibition, % at 3.6 µM. hit rate 1% among 200,000;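 active = inhibition above the campaign mean inhibition of all tested compounds plus 3 SD, cut at about 20% in these data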;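 also: 0% = DMSO wells given NPY plus isoproterenol and 100% = isoproterenol alone without NPY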
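Assay system: HEK293 Y1/CNG channel cell line; Doses: single compound dose of 3.6 µM, 0.4% DMSO; Timing: dye 3 h, compound 60 min room temperature, stimulation 45 min; Technique: Membrane-potential fluorescent dye readout; Measure: % inhibition of NPY effect.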
S1P4 antagonist: blocks the human S1P4 receptor; hit rate 0.26% among 220,000; AID 1510; S1P4-expressing cells, antagonist mode, reporter read-out; inhibition, % at 4.98 µM; O95977; in the data active = inhibition above about 29%;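 also: 0% = wells stimulated with agonist and 100% = vehicle wells without agonist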
Numbers without * were called inactive; x = not tested or not shown; & = joins results of further samples.

entry	SMILES	zfTRPN1 agonist	EP2 modulator	TRPML3 ag	CHOP inhibitor	NPY-Y1 PAM-ag	NPY2 pot ag	S1P4 agonist	NPY-Y1 antag	S1P4 antagonist
1	CCn1c(O)c(N=NC(=O)C(O)c2ccccc2)c2ccccc21 (stereo not drawn)	0.1	-1	0.0	30	20	-5	1.8	x	-4
2	C=CCOc1ccc(/C(O)=C2\C(=O)C(=O)N(CCCOC)C2c2ccc(O)c(OC)c2)cc1 (stereo not drawn)	1.6	26	1.6	26	23	-3	0.6	2	-20
3	CCSc1nc2c(c(=O)[nH]1)C(C(C)C)C(C#N)=C(N)O2 (stereo not drawn)	-0.1	23	-0.6	-14	-2	-8	-0.8	9	11
4	CC(CN(C)Cc1ccccc1)OC(=O)c1cccs1 (stereo not drawn)	-0.8	2&15	-0.9	-8	15	-8	-0.6	-6	-30
5	CC(C)(C)c1nc(Sc2ncccc2[N+](=O)[O-])n[nH]1	0.0	3	-0.1	-3	-15	-20	0.9	x	-9
6	CCCN1CCN(C(c2cc3cc(OCC)ccc3[nH]c2=O)c2nnnn2C2CCCCC2)CC1 (stereo not drawn)	0.2	25	1.0	22	0	12	0.7	2	-14
7	CCc1ccc(C(=O)NC(CCSC)C(=O)OC)cc1 (stereo not drawn)	0.1	36	0.2	-2	-14	-3	0.8	5	-7
8	Cc1c(Cl)cccc1NC(=O)Nc1ccc(C(=O)N2CCCC2)cc1	-1.0	-3	-1.1	-14	6	1	-0.1	6	0
9	COc1ccccc1C1c2c(oc3ccc(Cl)cc3c2=O)C(=O)N1c1cc(C)on1 (stereo not drawn)	1.5	x	0.7	x	6	-18	0.1	6	9
10	COC(=O)c1ccccc1NC(=O)c1cnc2sccn2c1=O	0.4	-2	0.7	16	10	5	-1.8	-1	-3
11	CCOC(=O)c1sc(NC(=O)c2ccccc2)cc1C	-0.1	6	0.7	18	11	-2	-1.6	4	3
12	C/C(Cn1nnc([N+](=O)[O-])n1)=N\NC(=O)c1ccncc1	2.2	12	0.9	-7	-6	8	0.3	-3	-9
13	CCCC(NC(=O)CCl)c1ccccc1 (stereo not drawn)	-0.8	28	1.3	4	23	-7	-0.1	5	-12
14	COc1ccc(C2C(C#N)=C(N)Oc3n[nH]c(C)c32)cc1CSc1ccccn1 (stereo not drawn)	0.6	3	0.7	10	-3	9	3.2	-2	3
15	COC(=O)CSc1cc(SCC(=O)OC)c(C#N)c(SCC(=O)OC)c1	-0.8	7	-1.3	-22	16	6	1.1	-8	3
16	CN(C(=O)C1CCCO1)c1nnc(-c2ccccn2)s1 (stereo not drawn)	1.5	24	0.8	-9	-2	4	1.6	0	-8
17	N/C(=N\OC(=O)CCc1ccccc1)c1ccc(Br)cc1	1.6	31	0.2	13	7	13	2.0	2	-11
18	COc1ccc(-c2ccc(SCC(=O)c3cccs3)nn2)cc1	2.2	-14	2.3	13	-5	-3	-0.5	2	5
19	CCc1ccc(S(=O)(=O)Nc2cccc(-c3ccc4nncn4n3)c2)s1	0.2	-7	0.1	3	14	3	0.4	2	9
20	CCC(C)Sc1cc(C)c(C#N)c2nc3ccccc3n12 (stereo not drawn)	0.7	12	-0.1	20	-38	-12	0.4	6	-9
21	Cc1nnc(NC(=O)c2cccc(F)c2)s1	0.6	24	0.0	8	-31	-10	-2.1	-4	15
22	COC(=O)c1ccsc1NC(=O)CSc1nnnn1Cc1ccccc1	-1.6	6	-1.0	11	-53	-26	-3.1	10	-14
23	O=C(O)CCC(=O)N1N=C(c2c(-c3ccccc3)c3cc(Cl)ccc3[nH]c2=O)CC1c1ccccc1 (stereo not drawn)	0.0	36	0.1	7	-5	4	0.7	5	-8
24	Cc1cc(C)c2sc(NNC(=O)C3COc4ccccc4O3)nc2c1 (stereo not drawn)	-3.0	-27	-0.8	5	-23	-9	21*	3	-4
25	COc1cc(C2N(c3cc(C)on3)C(=O)C3CCCN32)cc(OC)c1OC (stereo not drawn)	0.3	24	0.6	6	-5	-17	-1.4	3	-17
26	COC(=O)N/N=C/c1cc(OC)c(O)c([N+](=O)[O-])c1	-0.3	-2	0.5	15	6	2	0.3	2	-13
27	CC(C)N(Cc1cnn(C)c1)Cc1nc(COc2ccccc2)no1	-0.6	-24	0.6	5	-5	-4	-1.5	6	0
28	Cc1cc(C)c2[nH]c(=O)c(CN(CC3CCCO3)C(=S)NCc3ccco3)cc2c1 (stereo not drawn)	0.3	-8	0.7	29	-41	0	0.0	2	-11
29	CCOc1ccc2[nH]c(=O)c(CN(CCO)C(=O)c3ccc(F)cc3)cc2c1	0.4	28&4	0.9	15	13	6	0.5	0	-6
30	Cn1c(SCC(=O)N2CCN(C(=O)c3ccco3)CC2)nnc1-c1ccc(NS(C)(=O)=O)cc1	2.1	22	0.8	-3	0	8	5.1	-2	-8

Only NPY-Y1 antag, for 2 of the compounds above:
| cpd | compound | NPY-Y1 antag |
| --- | --- | --- |
| 12 | C/C(Cn1nnc([N+](=O)[O-])n1)=N\NC(=O)c1ccncc1 | -3 |
| 29 | CCOc1ccc2[nH]c(=O)c(CN(CCO)C(=O)c3ccc(F)cc3)cc2c1 | 0 |

Next section:
entry	SMILES	zfTRPN1 agonist	EP2 modulator	TRPML3 ag	CHOP inhibitor	NPY-Y1 PAM-ag	NPY2 pot ag	S1P4 agonist	NPY-Y1 antag	S1P4 antagonist
31	CC1=C(C(=O)O)N2C(=O)C(NC(=O)c3nn(C)cc3[N+](=O)[O-])C2SC1 (stereo not drawn)	0.7	10	1.1	-5	-9	12	0.1	1	-7
32	Cc1ccccc1OCC(=O)NC(=S)Nc1ccc(N2CCOCC2)c(Cl)c1	-0.6	10	0.4	39	-13	-7	2.2	4	-24
33	Cc1ccc(CNC(=O)c2ccc(-n3cccc3)cc2)cc1	0.6	-30	-0.4	31	-8	-14	-1.9	7	-3
34	Cc1cc(OCCCCCNCCO)cc(C)c1Cl	0.8	-20	0.7	26	-13	-5	-0.1	9	2
35	CCOCCCN1CC(C(=O)NCc2ccc3c(c2)OCO3)CC1=O (stereo not drawn)	0.5	22	0.9	-1	15	-3	-0.9	1	7
36	O=C(NC(CC(=O)N1CCN(c2ccc([N+](=O)[O-])cc2)CC1)c1ccccc1)c1ccccc1Cl (stereo not drawn)	1.0	-12	0.5	2	1	-2	0.1	-1	-16
37	COCCCNC(=O)C1CCC(=O)N1Cc1ccccc1Cl (stereo not drawn)	0.9	x	1.1	x	-8	4	1.7	8	-10
38	Brc1ccc(-c2nnc(-c3ccc4c(c3)OCO4)o2)o1	0.1	20	-0.4	55	-21	-24	-2.0	-4	-1
39	Cc1ccc(S(=O)(=O)N2CCN(C(=O)N(C)C)CC2)cc1C	-0.8	12	1.0	22	1	-16	1.3	3	-7
40	COc1ccc(C2C3=C(CCCC3=O)Nc3nc4ccccc4n32)cc1OC (stereo not drawn)	1.1	x	1.1	x	12	4	0.1	2	-6
41	Cc1ccc(CN2CCN(CC(=O)N/N=C/c3ccccc3F)CC2)cc1	1.2	-17	2.4	-19	-17	-14	-0.2	x	18
42	O=C(CSc1oc(-c2cccs2)nc1S(=O)(=O)c1ccccc1)NC1CCCCC1	0.2	17	0.5	19	-7	2	-1.6	1	-5
43	Cc1cccc(N2C(=O)SC(SC(=Nc3ccccc3)Nc3ccccc3)C2=O)c1 (stereo not drawn)	1.6	-9	0.4	21	12	-2	0.1	-2	-12
44	COCCN(C(=O)CNC(=O)c1cccs1)C(C(=O)NC(C)(C)C)c1ccccc1 (stereo not drawn)	0.8	2&29	0.3	-2	2	-5	-0.5	-1	0
45	O=[N+]([O-])C1=CC=C2C(=NC3(CCCCC3)N2O)C1=NC1CCCCC1	-0.3	58	0.2	43	20	16	0.6	-3	6
46	N#Cc1ccc(Oc2cccnc2)cc1C#N	0.5	-7	0.3	7	-7	14	1.4	1	-6
47	O=[N+]([O-])c1ccc2c(c1)CNc1ccccc1O2	-2.0	-64	-0.8	18	7	13	33*	-5	-2
48	Cc1c(C(=O)N2CCC(C(N)=O)CC2)sc(N)c1C#N	0.2	12	0.7	-4	4	0	-1.2	-5	-1
49	CC(C)CN(C(=O)CSc1nncn1-c1ccccc1)c1c(N)n(CC(C)C)c(=O)[nH]c1=O	-1.4	12	1.4	-7	-4	4	0.2	-3	-13
50	CCOC(=O)C1(Cc2cccc(F)c2)CCN(Cc2cnn(CC)c2)CC1	0.7	-24	0.2	7	-2	-5	-2.8	2	7
51	COc1ccc(CNC(=S)NCc2ccc(OC(C)C)cc2)cc1	-1.1	-10	-0.6	5	-4	-5	-0.4	8	0
52	COc1coc(C(O)C[N+](=O)[O-])cc1=O (stereo not drawn)	1.4	17	0.4	-13	4	-5	0.5	4	-16
53	CCOC(=O)N1CCC(NC(=O)c2cc3c(-c4ccc(Cl)cc4)nn(C)c3s2)CC1	-1.1	-20	0.7	-9	-12	-25	0.9	-7	-12
54	CC(=O)Nc1ccc2c(CN3C(=O)NC(C)(c4ccc(C)cc4)C3=O)cc(=O)oc2c1 (stereo not drawn)	1.4	-4	-0.1	-33	11	6	0.1	5	5
55	O=C(Cc1ccc2c(c1)OCCO2)N1CCN(S(=O)(=O)c2cccc(C(F)(F)F)c2)CC1	-1.7	-22	0.3	1	-1	5	-3.1	12	2
56	COCc1cc(=O)[nH]c(/N=C(\N)Nc2ccc(C)cc2C)n1	0.7	-1	0.9	56	18	17	0.7	-3	-13
57	Cc1ccnc(SCC(=O)Nc2sc3c(c2C#N)CCC(C(C)(C)C)C3)n1 (stereo not drawn)	0.4	5	1.3	15	4	-18	2.0	-5	-7
58	O=C(O)CCN1C(=O)C2C3c4ccccc4C(c4ccccc43)[C@@H]2C1=O (stereo partly drawn)	1.0	19	0.1	-3	11	2	-0.5	x	-3
59	O=C(COc1ccc(CO)cc1Cl)Nc1ccc(F)cc1	-1.0	-12	0.3	33	-22	-4	-2.4	-3	-14
60	CCNC(=O)COC(=O)c1cc(C)nc2ccccc12	1.1	-1	0.8	8	-21	2	1.3	1	-33

Further entries:
entry	SMILES	zfTRPN1 agonist	EP2 modulator	TRPML3 ag	CHOP inhibitor	NPY-Y1 PAM-ag	NPY2 pot ag	S1P4 agonist	NPY-Y1 antag	S1P4 antagonist
61	C/C(=N\NC(=O)c1ccccc1NC(=O)c1ccc(Cl)cc1)c1ccncc1	0.5	-35	1.1	72*	9	4	-0.6	4	-17
62	O=C(Cc1cnc2ncnn2c1)N1CCc2c([nH]c3ccccc23)C1c1ccccn1 (stereo not drawn)	0.2	-20	-0.3	-28	-2	1	0.0	5	-15
63	CC1(C)C(CO)=CC(=O)C2=C1SCC(=O)N2	1.4	26	0.5	-12	-2	-1	1.7	4	18
64	O=C(O)C1OC2OC3(CCCCC3)OC2C2OC3(CCCCC3)OC12 (stereo not drawn)	2.0	9	0.9	-5	-2	0	-1.1	4	-12
65	CC1=NN(c2ccccc2)C(=O)/C1=C/c1ccc[nH]1	-4.0	34	-0.3	-5	29	3	-1.1	-7	-7

Rows were taken by chance. Share with any hit: about 6.5%.
